# N-glyco inh – increase of ERlucT glycosylation luciferase signal, primary screen, N-linked glycosylation inhibitor project, D54 ERlucT cells, luminescence, set 2. reporter increase, % at 12.5 µM. D54 ERlucT glycosylation luciferase reporter, 24 h; percent of 100 nM tunicamycin response. AID 588692, 2011. actives 0.23% (n = 360,000);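 active = mean luciferase reporter signal, scaled so untreated is 0 and the glycosylation-blocking control 100, at or above a set limit in every replicate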;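 also: luciferase carries N-glycosylation sites so blocking glycosylation raises the light; 0% = median of neutral control wells and 100% = median of 100 nM tunicamycin wells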
# H9c2 protect – cardioprotection against H2O2-induced cell death, primary screen, uHTS, H9c2 cells, ATPLite luminescence | H9c2 cardiomyocytes, H2O2 injury protection, 2 h | protection from H2O2 cell death, % at 20 µM | actives 0.63% (n = 360,000);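 active = compounds giving at least 50% protection of heart cells from peroxide-induced death in the single-dose screen, raw or plate-pattern-corrected value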;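 also: 0% = DMSO wells with peroxide and 100% = DMSO wells without peroxide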
# MC4R antagonist – MC4R antagonists of cAMP signaling, primary screen, cell-based, TR-FRET, antagonist arm of biased-ligand search | MC4R-expressing cells, MTII-stimulated cAMP, LANCE TR-FRET | actives 0.48% (n = 360,000) | inhibition, % at 6.5 µM | AID 540295, 2011 | Melanocortin receptor 4 (Homo sapiens), P32245;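 active = inhibition above its plate's cutoff, the mean of tested wells on that plate plus 3 SD, cut at about 29% in these data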;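 also: 0% = Melanotan II alone and 100% = Melanotan II plus saturating MCL0020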
#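 Assay system: human MC4R-expressing U2OS cells; reagent: Melanotan II stimulation of cells; dosing: 6.5 µM single dose; timing: compound 30 min, challenge 1 h, detection 1 h; signal: TR-FRET cAMP assay; replicates: one well per compound, no replicates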
# PDI inh – inhibitors of human PDI, primary screen, biochemical, turbidity, single point, plate reader; inhibition, % at 10 µM; AID 588391, 2011; PDI insulin aggregation turbidity, A650, 90 min; Protein disulfide-isomerase (Homo sapiens), P07237; actives 0.052% (n = 350,000);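 active = mean inhibition across replicates of 30% or more, whatever share of single replicates reach that level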;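 also: absorbance from insulin aggregation driven by PDI reduction with DTT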
# Granule exo inh – LAMP-1 surface exposure blockers, TALL-104 cells – cell-based, flow cytometry, MLPCN library, primary screen | TALL-104 LAMP-1 surface exposure; cells stimulated with thapsigargin and PMA | inhibition, % at 10 µM | actives 0.66% (n = 360,000);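 active = inhibition above about 55%, limit read from the data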
# HTR2A ag – mouse Htr2a agonists via beta-arrestin recruitment, primary screen, cell-based, luminescence. 5-hydroxytryptamine receptor 2A (Mus musculus), P35363. activation, % at 7.6 µM. CHO-K1 mHTR2A beta-arrestin complementation; percent of 30 µM serotonin response. actives 0.66% (n = 360,000);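 active = activation above a run cutoff, the mean activation of all tested compounds plus 3 SD, cut at about 14% in these data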;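 also: 0% = plate median of compound wells and 100% = 30 µM serotonin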
# ABCB6 inh MLPCN – ABCB6 transporter inhibitors, primary screen, K562-ABCB6 cells, flow cytometry, MLPCN library; ATP-binding cassette sub-family B member 6 (Homo sapiens), Q9NP58; K562-ABCB6 porphyrin accumulation, 1 h; stronger effect = lower value; fluorescence ratio to DMSO, % at 10 µM; actives 0.19% (n = 360,000); AID 602162, 2011;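 active = fluorescence ratio to DMSO below 75%, the collection mean minus 3 SD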;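 also: signal is porphyrin accumulated inside mitochondria; 100% equals median channel fluorescence of DMSO control wells; lower ratio means ABCB6 inhibition with less porphyrin fluorescence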
# CaV13 FRET inh – Primary screen for inhibitors of IQ motif and Ca2+-dependent inactivation inhibitor domain binding in CACNA1D, Förster resonance energy transfer in living cells, …; HEK cells, CFP/YFP FRET ICDI-IQ, plate reader, 10 min; percent FRET-ratio fall versus neutral wells; inhibition, % at 12.3 µM; actives 0.098% (n = 340,000);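 active = mean replicate inhibition of at least 30% and at least 1% of replicates passing that level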;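 also: 0% = median of the neutral control wells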
# ABHD5 PLIN5 PPI – ABHD5-PLIN5 interaction inhibitors, primary screen, cell lysate, split luciferase complementation, luminescence. Perilipin-5 (Homo sapiens) + 1-acylglycerol-3-phosphate O-acyltransferase ABHD5 (Homo …. Split G. princeps luciferase complementation, 4 h. inhibition, % at 4 µM. actives 0.78% (n = 360,000);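 active = inhibition above the mean inhibition across every tested compound plus 3 SD, cut at about 22% in these data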;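 also: 0% = DMSO only wells and the 100% control is not disclosed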
# Target sequence (Q00G26 whole entry, looked up): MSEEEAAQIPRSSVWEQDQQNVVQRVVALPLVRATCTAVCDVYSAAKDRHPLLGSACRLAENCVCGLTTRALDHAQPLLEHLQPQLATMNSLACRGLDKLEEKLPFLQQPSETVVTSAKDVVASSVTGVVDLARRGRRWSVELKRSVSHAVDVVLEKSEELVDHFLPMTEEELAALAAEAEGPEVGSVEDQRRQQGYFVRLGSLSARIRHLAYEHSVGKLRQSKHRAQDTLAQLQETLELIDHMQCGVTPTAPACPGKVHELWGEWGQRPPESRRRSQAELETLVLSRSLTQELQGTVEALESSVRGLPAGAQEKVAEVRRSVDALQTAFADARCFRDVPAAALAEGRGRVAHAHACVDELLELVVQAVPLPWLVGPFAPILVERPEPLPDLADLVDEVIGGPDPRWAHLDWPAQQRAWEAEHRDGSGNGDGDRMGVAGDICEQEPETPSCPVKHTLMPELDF
# Target sequence (Q8WTS1 whole entry, looked up): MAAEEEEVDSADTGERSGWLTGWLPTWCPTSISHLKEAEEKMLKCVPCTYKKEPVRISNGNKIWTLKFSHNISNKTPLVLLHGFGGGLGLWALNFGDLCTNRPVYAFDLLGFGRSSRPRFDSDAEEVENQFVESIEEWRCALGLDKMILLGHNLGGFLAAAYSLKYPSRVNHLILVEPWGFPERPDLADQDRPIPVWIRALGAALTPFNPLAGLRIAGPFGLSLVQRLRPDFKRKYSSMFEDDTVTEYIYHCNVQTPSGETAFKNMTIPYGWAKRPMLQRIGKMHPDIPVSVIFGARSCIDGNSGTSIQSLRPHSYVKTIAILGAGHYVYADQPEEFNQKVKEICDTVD
# MC4R barr agon – MC4R agonists recruiting beta-arrestin, primary screen, cell-based, luminescence, agonist arm of biased-ligand search | U2OS MC4R beta-arrestin complementation; percent of melanotan II response, DMSO zero | AID 540308, 2011 | activation, % at 8.9 µM | actives 0.98% (n = 360,000);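 active = activation above a per-plate cutoff, the mean activation of sample wells on that plate plus 3 SD, cut at about 8% in these data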
# Starred values were filed as active, the others as inactive; i = inactive; x = not tested or not shown. Hits appear at their usual frequency (roughly 4.2% active in at least one column).
smiles,N-glyco inh,H9c2 protect,MC4R antagonist,PDI inh,Granule exo inh,HTR2A ag,ABCB6 inh MLPCN,CaV13 FRET inh,ABHD5 PLIN5 PPI,MC4R barr agon
CC(=O)OCC(=O)Nc1ccc(C(C)=O)cc1,2,-3,0,8,-4,-6,101,-3,0,-1.6
COc1ccccc1-c1c(C)nn2c(N)c(-c3ccc(Cl)cc3)cnc12,-3,-6,-8,1,-9,0,99,-2,-5,0.8
Cc1ccccc1NC1=NS(=O)(=O)c2ccccc21,0,-2,13,-2,0,0,99,-8,-3,2.1
CCC(C)[C@H](NC(=O)C1CC(=O)N(c2ccc3c(c2)OCO3)C1)C(=O)NC1CCCCC1 (some centres undefined),3,-7,12,-13,-3,5,110,-3,-1,0.3
Cc1ccc(-c2cn3cccnc3n2)cc1,-1,-13,3,-1,-3,-1,97,-3,2,-1.9
CCOC(=O)c1c(NC(=O)C2c3ccccc3Oc3ccccc32)sc(C(C)=O)c1C,-15,-18,19,0,2,2,99,-7,3,0.5
O=S(=O)(c1ccc(OC(F)(F)F)cc1)N1CCCC(c2ccccc2)C1 (centres undefined),-3,-9,-1,7,-3,-1,98,-18,-23,1.0
CCN(CC)CCCNC(=O)c1cc2c(=O)n(C)c3ccccc3c2n1C,15,21,5,x,2,2,95,-2,3,0.6
COc1cccc(CN2CC(C(=O)NCCN3CCOC3=O)CCC2=O)c1 (centres undefined),0,-4,-2,0,-5,-2,101,-6,5,-0.8
CC(C)CCn1c(CN2CC(C)OC(C)C2)nc2c1c(=O)n(C)c(=O)n2C (centres undefined),1,0,3,x,2,-1,99,37*,-1,0.6
Cc1ccc([C@H]2C[C@H](O)[C@@H](n3cc(C4CC4)nn3)CN2Cc2cccs2)cc1,4,1,1,-1,8,5,101,-4,6,8.1
O=C(CCN1C(=O)/C(=C/c2ccc(F)cc2)SC1=S)NNC(=O)c1ccncc1,-1,-14,-3,-4,0,-1,100,-5,0,-0.8
Clc1ccc(CSc2nncn2-c2ccc3c(c2)OCCO3)cc1,15,-4,-22,1,72*,-4,104,-5,0,-2.1
CN(C)CCNc1ncnc2c1ncn2[C@H]1CN(Cc2cccnc2)C[C@@H](CO)O1,0,0,1,-1,-11,-6,92,-10,2,-1.3
O=c1cc2oc3cc(O)c(O)cc3c(-c3ccccc3[N+](=O)[O-])c-2cc1O,-13,24,-13,16,-4,6,97,-6,11,-6.4
Cc1cccc(OCc2nnc(SCC(=O)N3CCN(c4ccccc4)CC3)o2)c1C,0,-12,0,7,-7,-6,100,-5,4,0.2
CCOc1ccccc1C(=O)OCC(=O)Nc1ncc(C(F)(F)F)cc1Cl,3,0,1,-5,3,-3,80,-5,-10,-0.9
O=C(NC(=S)Nc1ccccc1N1CCOCC1)c1ccc(-c2cccc(Cl)c2)o1,4,-3,12,-2,5,2,95,-17,-3,-2.1
N#C/C(=C/c1ccc(N2CCCCC2)o1)C(=O)Nc1ccc2ccccc2c1,-2,-12,29*,-5,63*,-6,i,-77,26*,-3.4
CCOC(=O)c1cnc2ccc(Br)cc2c1NCC(C)O (centres undefined),2,17,8,18,0,-1,91,x,-2,-1.4

# Remaining list, next part:
smiles,N-glyco inh,H9c2 protect,MC4R antagonist,PDI inh,Granule exo inh,HTR2A ag,ABCB6 inh MLPCN,CaV13 FRET inh,ABHD5 PLIN5 PPI,MC4R barr agon
COc1ccc(/C=C/C2=NN(Cc3ccccc3)C(=O)CC2)cc1,-1,-4,17,4,-5,-5,100,-2,-4,1.6
CC(C)(C)c1ccc(S(=O)(=O)N2CCCCC2C(=O)NCc2ccccn2)cc1 (centres undefined),-1,-14,-1,x,-2,-1,99,-10,-2,-1.1
COC(=O)[C@@]12CCCCN1[C@H](c1ccc(-c3ccc(Cl)c(Cl)c3)c(OC)c1)[C@H]1C(=O)N(C)C(=O)[C@H]12,-5,-10,8,0,-2,-3,92,-11,-10,-1.2
COc1ccc(Cc2nc3ccc(C(=O)N4C[C@@H](C)O[C@@H](C)C4)cc3o2)cc1OC,-3,0,11,-9,-5,0,99,-3,-1,0.1
Cc1ccc(CN2CCSc3ccc(C(=O)NCCCN4CCOCC4)cc32)cc1,-2,10,5,-2,5,-11,98,-4,12,-2.8
Cc1ccc(-n2nc3c(N4CCC(C(=O)NCc5ccccc5C)CC4)nnc(C)c3c2C)cc1,-16,-18,10,-5,31,-5,94,x,12,9.6*
CC(C)OC(=O)CCC(=O)Nc1ccc(F)cc1,1,-6,13,0,2,-2,99,-3,-4,-2.5
O=C(Cc1ccc([N+](=O)[O-])cc1)Nc1ccc(C(=O)N2CCOCC2)cc1,-3,-2,8,-2,4,-2,94,-5,6,-1.1
Cc1cc(NC(=O)C2CCCCC2)nc2c1c(=O)oc1ccccc12,2,101*,-3,-3,12,2,94,-7,-2,-1.2
COc1cccc2[nH]c3c(N4CCC(C(N)=O)CC4)ncnc3c12,3,9,9,4,0,-3,100,-4,-2,-0.7
Cc1ccc(C)c(CN2C(=O)CSc3ccc(C(=O)NCCN4CCOCC4)cc32)c1,-1,6,24,-5,15,-2,94,-3,10,-1.3
COc1cc([C@H]2Oc3c(OC)cc(CCCO[C@@H]4O[C@H](CO)[C@@H](O)[C@H](O)[C@H]4O)cc3[C@@H]2CO)ccc1O,3,4,-3,x,-4,1,97,x,2,-0.9
Cc1ccccc1-n1nc2c(c1NC(=O)c1c(-c3ccccc3Cl)noc1C)CSC2,0,-2,4,2,-1,12,94,-5,-2,-0.3
Cc1cccc(N2C(=O)c3ccc(Br)cc3C2=O)n1,3,0,2,-23,1,6,99,-4,8,-1.0
CC12CC3(C)CC(C)(C1)CC(C(=O)NC(=S)N1CCOCC1)(C2)C3,-3,1,7,0,-5,-1,104,-7,-10,8.7*
CC(=O)N1CCc2cc(N=NC3=C(O)CCCC3=O)ccc21,-5,-8,-33,-6,-7,-6,97,-5,7,-4.0
COc1ccccc1Oc1ccc(N/C=C2/CCCC2=O)cc1,-4,9,14,-3,3,2,103,-3,-5,-3.1
O=C(/C=C/c1ccccc1Cl)NCCc1ccc(F)cc1,2,-1,-1,-14,-6,-1,89,-19,-5,-3.1
CCOC(=O)CSc1nc(C2CC2)nc2ccccc12,1,18,2,5,-4,0,100,-5,7,0.6
Oc1c(Br)cc(Br)cc1/C=N/n1c(-c2ccccc2)n[nH]c1=S,4,32,3,0,16,1,97,-7,0,-2.2

# MC4R barr agon, hit marks shown above
canonical_smiles	N-glyco inh	MC4R antagonist	PDI inh	Granule exo inh	HTR2A ag	ABCB6 inh MLPCN	CaV13 FRET inh	ABHD5 PLIN5 PPI	MC4R barr agon
Cc1ccc(-n2nc3c(N4CCC(C(=O)NCc5ccccc5C)CC4)nnc(C)c3c2C)cc1	-16	10	-5	31	-5	94	x	12	9.6*
CC12CC3(C)CC(C)(C1)CC(C(=O)NC(=S)N1CCOCC1)(C2)C3	-3	7	0	-5	-1	104	-7	-10	8.7*

# Later entries
smiles,N-glyco inh,H9c2 protect,MC4R antagonist,PDI inh,Granule exo inh,HTR2A ag,ABCB6 inh MLPCN,CaV13 FRET inh,ABHD5 PLIN5 PPI,MC4R barr agon
O=C(Nc1ccc(F)cc1)c1nc[nH]c1C(=O)Nc1ccc([N+](=O)[O-])cc1,-3,18,9,-13,0,2,99,-21,12,-1.6
CC(OC(=O)c1ccc([N+](=O)[O-])s1)C(=O)Nc1ncc(Cl)cc1Cl (centres undefined),-3,24,9,3,1,-3,98,-6,1,-0.4
CSc1ccc(C(=O)/C=C/c2ccc(N)cc2)cc1,-10,-18,-1,-5,0,-6,98,-3,15,-3.4
O=C(NC(=S)Nc1ccc2c(c1)OCO2)c1ccccc1,-8,-16,4,4,-8,-3,96,x,-1,0.6
CCOC(=O)CSc1nnc(-c2ccccc2)o1,2,13,9,11,5,-4,101,x,-3,-1.4
COc1ccccc1CC1(C)C(=O)Nc2c(Cl)cccc21 (centres undefined),-2,7,-3,0,10,-3,99,-6,-2,-1.7
O=C(O)CCc1ccc(-c2cccs2)n1CC1CCCO1 (centres undefined),0,0,-1,-2,-2,3,102,-5,4,-0.9
CCOc1ccc(N(CC)C(=O)CCS(=O)(=O)c2cccc3nonc23)cc1,1,-2,5,5,7,-5,106,-7,1,1.1
COc1ccc2oc(=O)c(/C(C)=N/Nc3nc(-c4cc(C)ccc4C)cs3)cc2c1,1,5,17,-6,8,4,99,-6,-8,0.6
O=C(CCc1nc2ccccc2c(=O)[nH]1)Nc1ccc(N2CCCCC2)cc1,1,50*,-2,2,0,4,97,0,1,-1.1

# 4 of the entries above in order of their number in ABCB6 inh MLPCN, highest first:
Molecule | ABCB6 inh MLPCN
CCOc1ccc(N(CC)C(=O)CCS(=O)(=O)c2cccc3nonc23)cc1 | 106
CCOC(=O)CSc1nnc(-c2ccccc2)o1 | 101
COc1ccccc1CC1(C)C(=O)Nc2c(Cl)cccc21 (centres undefined) | 99
CC(OC(=O)c1ccc([N+](=O)[O-])s1)C(=O)Nc1ncc(Cl)cc1Cl (centres undefined) | 98

# Two neighbouring compounds from above:
smiles,N-glyco inh,H9c2 protect,MC4R antagonist,PDI inh,Granule exo inh,HTR2A ag,ABCB6 inh MLPCN,CaV13 FRET inh,ABHD5 PLIN5 PPI,MC4R barr agon
COc1ccc2oc(=O)c(/C(C)=N/Nc3nc(-c4cc(C)ccc4C)cs3)cc2c1,1,5,17,-6,8,4,99,-6,-8,0.6
O=C(CCc1nc2ccccc2c(=O)[nH]1)Nc1ccc(N2CCCCC2)cc1,1,50*,-2,2,0,4,97,0,1,-1.1
